Screens from PubChem.
Pf Dd2 inh: qHTS Primary assay for Inhibitors of Plasmodium falciparum Dd2 growth in vitro. Potency, µM (series often up to 28.9 µM), for the others: at the top dose activity, negative = inhibition, hits mostly inhibitors. 120,000 compounds, 4.3% hits. AID 1347417, 2020. P. falciparum Dd2 growth, SYBR Green, 72 h; active = well fitted inhibition curve with a large enough effect; inconclusive = small, poorly fitted or top-dose-only effect; inactive = no such curve, though single readings can be large or run the other way;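 also: plate controls were DMSO vehicle for no effect and reference drug for full effect; nearly all actives have a fitted effect of over 65% in size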
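Readout: SYBR Green fluorescence, 485 nm excitation, 535 nm emission, after ~16 h lysis at 37C. Before that, Dd2-infected red cells (2.5% hematocrit) grew 72 h with compound, 29 uM top final concentration.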
Numbers without * were called inactive; i = inactive; ? = inconclusive; ! = a repeat was not active; [ ] = remark or other dose. Potency is read from the fitted curve at half-maximal effect.

structure	Pf Dd2 inh
Clc1ccccc1-c1nnc(-c2ccccc2CNc2ccc(Br)cc2)o1	-11%
CCNC(=O)[C@@H]1C[C@@H](NC(=O)c2cn(C)nc2C)CN1Cc1ccccc1	-3%
O=C(NCc1ccc(Cl)cc1)C1CCN(c2cc(C(F)(F)F)ncn2)CC1	i
CCOC(=O)C1(Cc2ccccc2F)CCCN(C(=O)c2cccc(-n3cccn3)c2)C1 (stereo not given)	i
CC(C)CCNC(=O)C1CCN(C(=O)c2cc3sccc3n2Cc2ccc(Cl)cc2)CC1	13µM*
COc1ccc(-c2c(C)c3ccc(O)c(CN4CCN(CCO)CC4)c3oc2=O)cc1OC	3%
CN(C)c1ccc(-c2nnnn2[C@H]2CO[C@H]3[C@@H]2OC[C@@H]3NC(=O)CC2(CC(=O)O)CCCC2)cc1	-1%
O=C1NC2(Cc3ccccc31)CN(C(=O)c1ccc3c(c1)OCO3)C2	-5%
COc1ccccc1CN1CCNc2cc(-c3ccnc(C)c3)ncc2C1	?
COc1ccc(S(=O)(=O)N2CCCC(Cc3noc(-c4cnccn4)n3)C2)cc1 (stereo not given)	i
CN1CCOc2c(C(=O)NCCN3CCNC3=O)cc(-c3cccc4[nH]ccc34)cc21	?
Cc1ccc(C)n1-c1nnc(N2CCCC(C(=O)NCc3ccc(F)cc3)C2)s1 (stereo not given)	-21%
Cc1cccc(-n2cc(CN3CCN(c4cc(N)nc(N)n4)CC3)cn2)c1	-18%
COc1ccccc1C(=O)Nc1ccc(C(=O)OCc2cc(=O)n3c4c(sc3n2)CCCC4)cc1	1%
CCc1ccc(NC(=O)Cn2c(=O)oc3cc(S(=O)(=O)NCc4ccccc4)ccc32)cc1	?
Cc1nc2nc(SCC(=O)NCCc3ccc(Cl)cc3)nn2c(C)c1Cc1c(F)cccc1Cl	-10%
COc1cc(NC(=O)Cn2c(-c3ccccc3)nc(C)c(CCO)c2=O)cc(OC)c1	8.9µM*
COc1cccc(CNc2ncnc3onc(-c4ccc(F)cc4)c23)c1	4%
COc1ccc(-c2cn(C)c(=O)n3cc(COc4ccccc4)nc23)c(C)c1	i
CC(CNC(=O)CCc1ccc2c(c1)CN(S(C)(=O)=O)CCO2)c1ccccc1 (stereo not given)	i
CC(C)(C)C(=O)N1CCC2(CC1)CC(=O)N(c1ccccc1)c1ccccc1O2	?
Cc1noc2c(NCCN3CCOCC3)cc(-c3ccccc3)nc12	i
Cc1cc(=O)n2[nH]c(NCc3ccc(F)cc3)nc2n1	15%
COc1ccc(Cc2nc3nccc(-c4ccc(OC)c(OC)c4)n3n2)cc1	?
CCOC(=O)c1c(C)[nH]c(CCC(=O)Nc2ccccc2C(=O)OC)c1C	8%
COc1ccc(CCc2nc3nccc(-c4cccnc4)n3n2)cc1OC	-4%
COc1ccc(NC(=O)N[C@H]2CO[C@H]3[C@@H]2OC[C@@H]3n2nnnc2-c2ccc3c(c2)OCO3)cc1	-26%
CS(=O)(=O)c1ccc(OCC2(CNCc3ccc(F)cc3)C[C@@H](O)[C@@H](O)C2)cc1 (stereo not given in full)	-4%
O=C(c1nc(-c2ccc(Cl)cc2Cl)c2cnccn12)N1CCN(c2ncccn2)CC1	?
COCC(=O)Nc1ccc(-c2noc([C@@H]3CCCN3Cc3ccc(NC(C)=O)cc3)n2)cn1	-18%
O=C(CSc1nc2ccccc2nc1Cc1ccccc1)Nc1ccc2c(c1)OCO2	-10%
CC(C)Oc1cccc(-c2cccc(COc3cnc4c(ccn4CC(=O)O)c3)c2)c1	i
CC(=O)N1CCc2nn(CC(=O)N3CCN(c4ccccc4F)CC3)c(=O)cc2C1	-6%
CN(C)c1ccc(CN2CCn3c(nn(-c4ccc([N+](=O)[O-])cc4)c3=O)C2)cc1	i
COc1cc(CC(=O)N2CCC3(CC2)CC(O)CCO3)cc(OC)c1 (stereo not given)	-2%
COc1ccc2cc(S(=O)(=O)c3ccccc3F)c(=O)oc2c1	i
N#Cc1cccc(CN2CCC3(CC2)CN(c2ncccn2)CC3CO)c1 (stereo not given)	-15%
COc1ccc2nc(N(Cc3cccnc3)C(=O)C3COc4ccccc4O3)sc2c1 (stereo not given)	i
COc1ccc(C(=O)N2CCC3(COc4ccncc4[S+](=O)([O-])N3)C2)cc1 (stereo not given)	10%
CCN1CCN(c2cc(C)c3cc(NC(=O)c4cc(Br)ccc4Cl)ccc3n2)CC1	?

Next part; it opens with the four that closed the last part.
structure	Pf Dd2 inh
N#Cc1cccc(CN2CCC3(CC2)CN(c2ncccn2)CC3CO)c1 (stereo not given)	-15%
COc1ccc2nc(N(Cc3cccnc3)C(=O)C3COc4ccccc4O3)sc2c1 (stereo not given)	i
COc1ccc(C(=O)N2CCC3(COc4ccncc4[S+](=O)([O-])N3)C2)cc1 (stereo not given)	10%
CCN1CCN(c2cc(C)c3cc(NC(=O)c4cc(Br)ccc4Cl)ccc3n2)CC1	?
COc1ccc(NC(=O)CCC2CCN(C(=O)c3ccccc3F)CC2)c(OC)c1	-15%
CC(=O)C1=C(c2ccc(Cl)c(Cl)c2)N(C(C)=O)n2c(nnc2C2CCCCC2)S1	?
CC1CCN(c2oc(-c3ccc(COc4ccc(Cl)cc4)o3)nc2C#N)CC1	-13%
CC(C)CCNC(=O)c1cccc2c1CCN2S(=O)(=O)c1ccccc1F	?
C=CCCC(CN1CCCOCC1)Oc1ccc2cccc(OC)c2n1 (stereo not given)	?
CS(=O)(=O)N(C1CCOCC1)C1CCN(C(=O)C2CC2)CC1	i
Cc1ccc(CNC(=O)C2(c3ccc(NS(C)(=O)=O)cc3)CCCCC2)o1	?
C=CCNC(=O)C1CCCN(Cc2cccnc2)CCC(=O)NCC1 (stereo not given)	-5%
Cc1cc2ncc(C(=O)N3CCN(c4ncccn4)CC3)cn2n1	-4%[44.1 µM]
NC(=O)CCNC(=O)C1=C[C@@H](NC(=O)c2cccc(F)c2)[C@@H](O)[C@H](O)C1	-11%[44.1 µM]
O=C1NCCOCCCN(C(=O)Nc2ccccc2)[C@H]2CCCC[C@@H]12	37%[activator]
FC1(F)C[C@@H](c2nnc(C3CC3)o2)N(C2CCOCC2)C1	8%
Cc1ccccc1NC(=O)CSc1ncc2c(n1)-c1ccccc1N(C)S2(=O)=O	4%
O=C1C(N2CCN(Cc3ccc[nH]3)CC2)CCN1CCc1ccccc1 (stereo not given)	i
Cc1nc(-c2cn(C3CCCN(C(=O)c4ccc(OC(F)(F)F)cc4)C3)nn2)no1 (stereo not given)	-15%
O=C(NCCc1ccc(Cl)cc1)c1ccc2nc(CCc3ccccc3)oc2c1	47%[activator]
O=C(CSc1nc2ccccc2nc1Cc1ccccc1)N1CCCc2ccccc21	?
CN1Cc2nc(-c3cnn(Cc4ccccc4)c3)ccc2OCC1=O	i
O=c1c(N2CCc3ccccc3C2)csc2ccc(F)cc12	-22%
CCc1ccc(NC(=O)Cn2c(=O)n(CCCC(=O)NCCc3ccc(OC)c(OC)c3)c(=O)c3ccccc32)cc1	?

Random excerpt: 4 records from the list, in no set order.
structure	Pf Dd2 inh
Cc1ccc(C)n1-c1nnc(N2CCCC(C(=O)NCc3ccc(F)cc3)C2)s1 (stereo not given)	-21%
COc1ccc(-c2c(C)c3ccc(O)c(CN4CCN(CCO)CC4)c3oc2=O)cc1OC	3%
FC1(F)C[C@@H](c2nnc(C3CC3)o2)N(C2CCOCC2)C1	8%
O=c1c(N2CCc3ccccc3C2)csc2ccc(F)cc12	-22%

(cont.)
structure	Pf Dd2 inh
COCC(=O)NC1CCC12CCN(C(=O)c1ccc3[nH]ccc3c1)CC2 (stereo not given)	-16%
Cc1cnc(C(=O)N2CCCC(Cc3noc(-c4cnccn4)n3)C2)cn1 (stereo not given)	-14%
CCc1ccc(-c2nc3c(c(SCc4ccc(F)cc4)n2)Cc2c(CO)cnc(C)c2O3)cc1	?
COC(=O)[C@H]1CCCN1C(=O)[C@@H]1C[C@H](NC(=O)NC(C)C)CN1C(=O)c1cccn1C	-19%[44.1 µM]
O=C(O)c1cccc(-c2n[nH]c3c2CC(=O)N(c2ccccc2)C3)c1	i
COc1cc(CN2CCc3nn(C)c(=O)n3CC2)ccc1OC(C)C	23%
CC(C)c1noc([C@@H]2C[C@H](NC(=O)Nc3ccc(F)cc3)CN2C)n1	-24%[44.1 µM]
CNC(=O)C(C)(C)N1CCC[C@H]1C(=O)N1CCCC1	32%[activator][44.1 µM]
CCN(CC)CCCNC(=O)c1c(C)oc2ncn(CC(C)C)c(=O)c12	18%
COc1ccc(-c2noc(-c3cccn3CC(=O)NCc3ccc(OC)c(OC)c3)n2)cc1F	4%
COc1ccccc1Cc1nc2ccccc2nc1SCC(=O)NCCc1ccccc1	?
Oc1ccccc1CN1CCNc2cnc(-c3ccccc3)cc2C1	i
Cc1ccc(CN2CCC(C(=O)N3CCCCCCNC(=O)CC3)CC2)o1	-11%
CN1CCCN(C[C@@H]2CN(C(=O)c3ccnn3C)C[C@@H]2CO)CC1	-16%
Cc1c2cnn(-c3ccccc3)c(=O)c2c(C)n1C(C)C(=O)NCc1cccc(Br)c1 (stereo not given)	i
COCCO[C@H]1C(=O)N(C2CCN(Cc3ccccc3C#N)CC2)[C@H]1c1ccncc1	?
CNC(=O)[C@@H](c1ccccc1)N1CCC[C@H]1C(=O)NCc1ccc(C(F)(F)F)cc1	i
Fc1ccc(OC2CN(Cc3ccc(C(F)(F)F)cc3)C2)cc1F	-12%
O=C1NC(=NC2CCCC2)C2(CCCN([S+](=O)([O-])c3cccc(C(F)(F)F)c3)C2)N1c1cc(F)cc(F)c1 (stereo not given)	10µM*!
CCOc1ccc(CCNC(=O)c2cnc3sc(N4CCCCCC4)nn3c2=O)cc1	?
CCc1ccc(NC(=O)Cn2c(=O)n(CCCCC(=O)NCc3ccccc3Cl)c(=O)c3ccccc32)cc1	i
CC1(C(=O)NC2CCN(Cc3ccccc3)CC2)CCCCC(=O)N1 (stereo not given)	?
CO[C@H]1COCCN(c2nc3ccccc3o2)C1	-10%[44.1 µM]
CC(C)COc1cc(=O)n2c(c1C(=O)NCCCn1cccn1)CCCCC2	48%[activator]
COc1ccc(C2Cn3cnc(C(=O)N4CCC(C(=O)NCC(C)C)CC4)c3CO2)cc1 (stereo not given)	i
COc1ccccc1NC(=O)Cn1c(=O)n(Cc2cccs2)c(=O)c2cccnc21	i
Cc1ccc(NC(=O)C2CCCN(S(=O)(=O)c3cccc4cccnc34)C2)cc1 (stereo not given)	-13%
O=C1NC2(Cc3ccccc31)CN(C(=O)c1ccccc1)C2	-14%[44.1 µM]
CCCN(CC1CCOC1)S(=O)(=O)c1ccc(OC)c(OC)c1 (stereo not given)	14%[5.79 µM]
CCOC(=O)N1CCC2(CC1)OC(=O)C(C)=C2C(=O)NCc1cccc(OC)c1	i
CCCCCSc1nnc(-c2ccc(Br)cc2)o1	28%
CNC(=O)CN1C(=O)COc2ccc(S(=O)(=O)N3CCCCCC3)cc21	25%
O=C(Cn1ccn2nc3c(c2c1=O)CCCCC3)Nc1ccccc1C(F)(F)F	i
CCOc1ccc(OCc2ccc(C(=O)Nc3cc(OC)c(OC)c(OC)c3)o2)cc1	-13%
O=C(NC1CCN(c2cc(C(F)(F)F)ncn2)CC1)c1ccccc1F	i
COCCCNC(=O)[C@H]1CN(Cc2ccccc2)C[C@H]1C(=O)O	-7%
COc1ccc(C2(C(=O)N3[C@H]4CC[C@@H]3c3cnc(C)nc3C4)CCCCC2)cc1	i
CC(C(=O)NCCc1ccccn1)C1CCOCC1 (stereo not given)	14%
CCn1ccc2cc(C(=O)N3CCC(=O)N(CC4CC4)C(C(C)C)C3)ccc21 (stereo not given)	?
CCC(Sc1nc2ccncc2[nH]1)C(=O)Nc1ccc(F)cc1 (stereo not given)	37%[activator][5.79 µM]
COc1ccnc(CN2C(=O)NC(CCc3ccccc3)(C3CCNCC3)C2=O)c1 (stereo not given)	?
COc1ccc(N2CCC(NS(=O)(=O)C3CC3)C2=O)cc1 (stereo not given)	4%
CCC(CC)c1cc([C@H]2CN3CC[C@H]2C[C@@H]3CNS(C)(=O)=O)nc(-c2ccncc2)n1	?
O[C@H]1[C@H](NCC2CC2)[C@H]2CO[C@H](O2)[C@@H]1N1CCCCC1	?
Cc1ccccc1OCC(=O)Nc1ccc2nc(SCC(=O)N(C)c3ccccc3)sc2c1	-28%
Cc1ccc(NC(=O)Cn2c(-c3nonc3N)nc3ccccc32)cc1Cl	i
COc1ccc2c(c1)CC(C(=O)Nc1cccc(C)c1C)CO2 (stereo not given)	29%
Cc1ccc(C(=O)N2C[C@@H](F)C[C@H]2C(=O)N2CCCCC2)c(C)c1	16%
COc1cc(OC)cc(C(=O)N2CCCN(c3cc(-c4ccc(C)c(C)c4)[nH]n3)CC2)c1	11µM*
COc1ccc(-c2cc3c(cn2)CN(Cc2cccnc2)CCN3)cc1F	?
COc1cc2c(cc1OC)C(C[C@H]1CN(S(=O)(=O)c3cccs3)CC[C@H]1CC(=O)O)=NCC2	?
O=C(C1CCCC1)N1CC2(CCN(Cc3ccc(Cl)cc3)CC2)Cc2ccccc21	?
C[C@@H](NC(=O)Nc1ccc(Cl)cc1)c1onc(-c2ccccc2)c1C(=O)O	-22%[44.1 µM]

Not all compounds are listed, so the mix of outcomes need not match the whole.
